# Source: PubChem BioAssay (several laboratories)
# C8 TRAIL sens – viability loss with TRAIL in NB7+C8 cells, primary screen, TRAIL sensitizer project, cell-based, ATPlite luminescence. 360,000 tested, 1% active. AID 624354, 2012. inhibition (viability loss, TRAIL sensitization), % at 10 µM;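 active = compounds causing at least 50% loss of cell viability in the single-dose screen, relative to plate controls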
# EBV LMP1 NFkB – EBV LMP1-driven NF-kappaB luciferase reporter inhibitors, primary screen, cell-based, luminescence, single point | AID 504558, 2011 | inhibition, % at 12.5 µM | 350,000 tested, 0.69% active | LMP1-induced NF-kappaB luciferase reporter cells; in the data active = inhibition above about 41%;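 note: 0% = neutral control wells and 100% = reference inhibitor control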
# iPSC survival up – enhancers of single-cell hiPSC survival, primary screen, ATPlite luminescence; 100% = ROCK inhibitor wells, 0% = DMSO; survival enhancement, % at 20 µM; 360,000 tested, 0.044% active; AID 602274, 2012; in the data active = survival enhancement above about 18%;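 note: cells exposed to compounds for 16 hours before the ATP read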
# KKLEB tox – cytotoxicity in KKLEB CF airway cells, primary screen, cytotoxicity control for CF NF-kB inhibitor project, cell-based, uHTS, fluorescence assay plates; KKLEB CF airway cells viability, ATPlite luminescence, overnight; active compounds read low; cells stimulated with P. aeruginosa culture filtrate; activity change (cytotoxicity), % at 5 µM; 360,000 tested, 0.36% active;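 active = corrected activity change at or below -50% at 5 µM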
# Peg3 prom inh – Peg3 promoter-driven luciferase inhibitors, primary screen, cell-based, HeLa, luciferase luminescence; HeLa PEG-Prom luciferase reporter, overnight; inhibition, % at 20 µM; 360,000 tested, 1.7% active;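 active = inhibition of at least 50% at 20 µM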
# NR2E3 ag-1 – NR2E3 agonists in two-hybrid cells, primary screen, cell-based, luminescence, CHO-S, Gal4-NCOR/VP16-NR2E3; 360,000 tested, 0.35% active; luciferase; AID 602229, 2012; inhibition of corepressor binding, % at 3.98 µM; Photoreceptor-specific nuclear receptor (Homo sapiens), Q9Y5X4;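 active = inhibition above the mean of all tested compounds plus 3 SD, cut at about 70% in these data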;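 note: 0% = DMSO with NR2E3 transfected cells and 100% = cells lacking NR2E3 construct; higher means lower luciferase signal from less NR2E3 corepressor binding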
# Target sequence (Q9Y5X4 whole entry, looked up, the tested form may be a part): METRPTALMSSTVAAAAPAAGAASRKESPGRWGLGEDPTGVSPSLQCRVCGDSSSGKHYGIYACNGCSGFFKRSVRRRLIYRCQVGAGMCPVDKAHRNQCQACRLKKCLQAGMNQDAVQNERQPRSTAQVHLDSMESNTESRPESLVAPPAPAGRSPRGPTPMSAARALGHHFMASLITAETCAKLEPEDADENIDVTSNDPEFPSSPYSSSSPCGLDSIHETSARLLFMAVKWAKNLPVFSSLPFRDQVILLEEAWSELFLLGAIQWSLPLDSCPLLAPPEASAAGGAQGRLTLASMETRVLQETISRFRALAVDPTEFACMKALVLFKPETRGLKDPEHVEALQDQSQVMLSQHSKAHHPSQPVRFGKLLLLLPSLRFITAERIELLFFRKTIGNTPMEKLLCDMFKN
# CF NFkB inh – inhibitors of PAF-induced NF-kB signaling, primary screen, cell-based, GFP fluorescence, uHTS; KKLEB NF-kB-GFP reporter, GFP fluorescence overnight; inhibition, % at 5 µM; 360,000 tested, 0.86% active;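 active = at least 50% inhibition at 5 µM, scaled per plate between neutral and stimulator controls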;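 note: PAF is a Pseudomonas aeruginosa culture filtrate used as stimulus; plate controls were PAF-stimulated DMSO wells for no effect and unstimulated DMSO wells for full effect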
# NR2E3 ag-2 – inhibitors of NR2E3-RetCOR corepressor binding, primary screen, NR2E3 agonist project, biochemical, TR-FRET, GST-NR2E3, biotin-RetCOR; Photoreceptor-specific nuclear receptor (Homo sapiens), Q9Y5X4; inhibition of corepressor binding, % at 4.78 µM; 320,000 tested, 0.12% active; AID 2300, 2010; 1536-well;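 active = percent inhibition above the cutoff of mean plus 3 SD of all tested compounds, set per screening campaign, cut at about 20% in these data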;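 note: 0% = DMSO wells and 100% = biotin wells as full block of FRET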
#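 Material: NR2E3–RetCOR corepressor complex / Incubation: Compound–protein incubation for 5 h at 4 °C / Dosing: compound at 4.8 µM, single dose / Detection: time-resolved FRET / Benchmarks: high control biotin, low control 0.6% DMSO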
# TRPM1 prom inh – inhibitors of MITF-dependent TRPM1 promoter reporter, primary screen, cell-based, SK-MEL-5, single point, luciferase; inhibition, % at 12.5 µM; SK-MEL-5 TRPM1 promoter luciferase, 24 h; 330,000 tested, 0.83% active;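 active = mean inhibition across replicates of 60% or more, whatever share of single replicates reaches that level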; note: values of inactives mirror those of a sister screen read the other way
# HIF-2a block – HIF-2a reporter inhibitors, primary screen, luminescence, 786-0 RCC cells | AID 624352, 2012 | 360,000 tested, 0.72% active | inhibition, % at 18.8 µM | 786-0 RCC cells HIF-2a reporter, luciferase luminescence, overnight;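 active = inhibition of the luminescence signal of 40% or more relative to plate controls, in a single-dose primary screen at 18.75 µM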
# Shn3 3UTR inh – reduction of Shn3 3'UTR firefly luciferase signal, primary screen, Schnurri-3 inhibitor project, cell-based, Clone20 osteoblasts, set 2. Clone20 osteoblast Shn3 3'UTR firefly luciferase, 24 h. inhibition, % at 12.5 µM. 360,000 tested, 0.52% active;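 active = mean inhibition of at least 75% with every replicate also reaching 75%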;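 note: 0% = median of neutral control wells and 100% = pilot-screen positive control compound; some compounds past the cut are filed as inactive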
# * marks the source's active call; other numbers are inactive results; / = not tested or not shown. An excerpt, so the mix of outcomes need not match the whole.
# Sequence of screens: C8 TRAIL sens	EBV LMP1 NFkB	iPSC survival up	KKLEB tox	Peg3 prom inh	NR2E3 ag-1	CF NFkB inh	NR2E3 ag-2	TRPM1 prom inh	HIF-2a block	Shn3 3UTR inh
- COCCCNC(=O)C1CC(=O)N(CCc2ccccc2)C1 (configuration not stated)
→ -3	-8	-0.2	-4	4	0	11	1	5	20	-7
- Cc1cccc(S(=O)(=O)NCCC(=O)OCC(=O)Nc2ccc(C#N)cc2)c1
→ -2	-2	2.9	7	16	-1	12	3	-8	23	-7
- Cc1ccnc(SCc2cn3c(C)cc(C)nc3n2)n1
→ -1	6	0.2	9	-4	-6	4	10	1	-1	0
- COC(=O)c1ccccc1S(=O)(=O)N1CCC(NC(=O)C(Cc2cccc(OC)c2OC)NC(C)=O)CC1 (configuration not stated)
→ 14	0	-0.8	-6	1	-35	-2	/	13	15	-1
- O=C(Nc1ccccc1N1CCCC1)c1ccc(Cl)c(S(=O)(=O)N2CCOCC2)c1
→ -3	-3	0.9	7	17	-29	-7	2	-9	5	10
- O=C(CCc1c[nH]c2ccccc12)N=Nc1c(O)[nH]c2ccccc12
→ 2	3	2.1	4	-11	13	8	3	-5	-18	5
- O=C(CSC(=S)N1CCCCC1)Nc1ncc2c(n1)CC(c1ccco1)CC2=O (configuration not stated)
→ 6	-5	-0.5	-1	9	-10	-7	-3	6	10	-1
- CC(=NC1CCCC1)c1c(C)[nH]n(-c2nc3ccccc3s2)c1=O
→ 25	-33	-0.7	-1	-217	-67	-15	3	-7	-247	-58
- Cc1nc2[nH]onc2c2nccc(=O)c12
→ 0	7	-1.9	1	9	-21	23	1	-9	12	-2
- CCN(CC)S(=O)(=O)c1ccc(C)c(NC(=O)CN2CCN(Cc3ccccc3)CC2)c1
→ -7	-5	-0.4	17	18	-14	-44	1	6	12	-10
- CCOC(=O)CSc1nnc(-c2ccccc2OC)o1
→ 2	5	0.4	12	5	2	6	0	3	-2	-5
- CCOC(=O)c1cnc2ccc(OC)cc2c1NCCN1CCOCC1
→ -6	1	-0.3	-4	17	-21	-12	2	-11	0	-4
- Cc1cc(-c2ccc3c(c2)COc2c4ccccc4nn2-3)on1
→ 25	-14	-3.6	-9	-338	-107	-58	5	-68	-220	2
- CCCCC(C)n1[nH]c(=O)c2c(C)cc(C)nc21 (configuration not stated)
→ 4	2	-0.4	3	19	-37	-2	1	12	19	-5
- Cc1ccc(-c2nc3ccsc3c(=O)o2)cc1
→ 34	-15	-1.0	3	-201	-98	-2	1	9	-171	-85
- O=C(N/N=C1/CCc2ccccc21)C1CC1
→ 7	-10	0.7	2	-68	-21	-12	-2	0	-81	-42
- CCOC(=O)N1CCN(C(=O)c2ccccc2-c2ccccc2)CC1
→ -9	3	-1.2	-7	22	-87	14	5	24	7	16
- CCn1cc(CN2CCN(CC(C)(C)C)C(CCO)C2)c2ccccc21 (configuration not stated)
→ -4	8	-0.3	-3	4	7	13	1	11	19	34
- Cc1c(C(=O)N2CCc3ccccc32)oc2ccccc12
→ 61*	-57	-1.3	-18	-189	-60	-23	1	-30	-231	-16
- COc1ccc(C(CNC(=O)c2ccc(Br)o2)N2CCN(C)CC2)cc1 (configuration not stated)
→ 11	-3	-0.4	-7	-7	-12	2	0	-13	5	-4
- O=C(CCCCl)OCc1cn(-c2ccc(Cl)cc2)nn1
→ -19	-4	1.3	5	13	-8	2	-3	-6	5	-12
- O=C(COC(=O)c1cc(Cl)ccc1[N+](=O)[O-])NC1CC1
→ 1	0	4.7	-6	3	-14	-5	/	4	-3	-24
- CCc1ccc(C(C)NC(=S)NCc2ccc(F)cc2)cc1 (configuration not stated)
→ -6	6	0.8	19	32	26	-5	-1	0	1	-1
- COCCCNc1ccn2nc(-c3ccc(OCc4ccccc4)cc3)cc2n1
→ 36	/	-2.4	-9	-53	-39	-6	/	/	-200	16
- Cc1ccc2nsnc2c1S(=O)(=O)NCc1ccc2c(c1)OCO2
→ 2	-13	-0.7	-1	9	-14	7	5	11	16	1
- COC(=O)c1cc(NC(=O)c2ccc(C)cc2)c(=O)oc1C
→ -1	-4	0.8	25	-37	-13	-14	0	-5	-91	-27
- CC(=O)Oc1ccc2c(c1)C(=O)CCCCCC(=O)O2
→ 3	3	7.5	10	-16	12	-22	/	/	3	-1
- Cc1ccc(NC(=O)c2cc(-c3ccc4c(c3)OCO4)on2)cc1C
→ 11	-5	0.6	6	-17	3	-2	4	-25	-18	-11
- Cn1c(N)c(C(=O)COC(=O)c2cc(C3CC3)nc3ccccc23)c(=O)n(C)c1=O
→ 26	7	1.1	-18	40	-2	20	0	3	15	13
- COc1ccc(OC(C)C(=O)Nc2cccc(OC)c2)cc1 (configuration not stated)
→ -4	-5	-0.3	3	0	8	10	4	1	3	-2

# Additional compounds follow:
# Sequence of screens: C8 TRAIL sens	EBV LMP1 NFkB	iPSC survival up	KKLEB tox	Peg3 prom inh	NR2E3 ag-1	CF NFkB inh	NR2E3 ag-2	TRPM1 prom inh	HIF-2a block	Shn3 3UTR inh
- COc1cc2c(cc1OC)/C(=C/C(=O)c1ccccc1F)NCC2
→ -2	/	-0.7	-6	19	19	18	/	-29	1	-9
- CC(C)n1c(N2CCN(C(=O)NCc3ccccc3)CC2)nc2ccccc21
→ -5	10	-1.4	1	7	-9	18	1	9	21	10
- O=C(NCc1cccnc1)C1CCCN1S(=O)(=O)c1ccc(Cl)cc1 (configuration not stated)
→ 10	2	-0.2	16	1	22	-5	-2	10	16	12
- CSCCC(NC(=O)c1cccc(C)c1)C(=O)Nc1sccc1C(N)=O (configuration not stated)
→ 3	-5	-0.1	-4	4	-9	-23	12	7	2	-8
- NS(=O)(=O)c1ccc(NC(=O)c2cccc3cc4ccccc4nc23)cc1
→ 3	4	-0.7	-12	10	10	-180	/	25	-6	1
- Cc1cc2nc(C3CCN(CC4COc5ccccc5O4)CC3)[nH]c2cc1C (configuration not stated)
→ 10	-4	-2.4	-13	9	-26	2	0	-1	-4	10
- CCN(CC)c1ccc(NC(=O)c2ccc(Cl)nc2)cc1
→ 2	3	-2.4	4	-31	-181	-5	-1	18	-131	65
- CCOC(=O)Cn1nc(C)n(-c2ccc(F)cc2)c1=O
→ -9	1	-0.6	4	-8	28	-6	5	-15	5	-8
- CC(=NNc1ccc([N+](=O)[O-])cn1)c1ccccc1
→ -6	-22	2.5	-3	-353	-143	-15	/	-92	-261	-9
- CC(C)[C@@H](CO)N(C)S(=O)(=O)c1ccccc1Br
→ 14	3	0.7	-1	10	-30	4	/	1	11	-23
- COc1ccc(CNC(=O)CN(c2ccc(C)cc2)S(=O)(=O)c2c(C)nn(C)c2C)cc1
→ -13	-4	-0.1	-9	13	2	4	4	-2	16	-30
- Cc1ccc(OCC(=O)N2CCN(S(=O)(=O)c3ccc4c(c3)OCCO4)CC2)c(C)c1
→ -5	0	-0.4	-12	13	-7	31	1	-9	2	6
- CCN1CCC2(CC1)N=C(c1ccc(F)cc1)C(=S)N2
→ -4	-2	-1.5	-5	0	-22	-4	1	4	8	-14
- COCCNC(=O)c1cc(S(=O)(=O)N2CCOCC2)ccc1SCc1cccc(OC)c1OC
→ 11	16	1.6	-2	15	3	0	3	-19	23	1
- O=C(CSCc1ccccc1Cl)N1CCN(c2ccccn2)CC1
→ -24	-16	-1.1	11	-181	-62	3	0	-39	-254	-27
- CCOc1nc(-c2ccc(OC)cc2)ccc1-c1noc(-c2ccncc2)n1
→ -3	2	-2.1	-8	6	-4	7	/	-8	9	-11
- CCOC(=O)CC1(c2ccccc2)CCOC(C)(C)C1 (configuration not stated)
→ -8	-8	-0.8	-16	10	-10	-6	2	3	12	12
- CCOC(=O)C(C)Oc1cccc2c(=O)n(CC(=O)Nc3ccc4c(c3)OCCO4)ccc12 (configuration not stated)
→ -10	-9	-1.7	-10	13	-5	10	-2	6	-3	25
- CN(c1cnn(-c2ccccc2)c(=O)c1Cl)n1cccc1
→ 1	-8	0.3	4	-84	-42	-10	-1	-37	-134	-26
- COc1ccc(C(CNC(=O)Cc2ccccc2)N2CCCCC2)cc1 (configuration not stated)
→ -6	-1	0.0	0	0	-37	4	2	8	10	-6
- O=C(NCc1ncc(C(F)(F)F)cc1Cl)Nc1ccccc1
→ 9	18	1.1	3	-39	-21	12	2	-11	-73	-19
- CCc1ccc(-c2ccc3nnc(SCC(=O)NCC4CCCO4)n3n2)cc1 (configuration not stated)
→ 13	-5	-0.2	17	-1	20	-25	-3	22	-6	12
- COc1ccc(-n2nc3c(N4CCC(C(=O)NC5CCCCC5)CC4)nnc(C)c3c2C)cc1
→ 1	1	0.3	4	71*	-14	-7	-1	51	65*	-4
- Cc1nn(Cc2ccc(F)cc2)c(C)c1NC(=O)c1cnn2cccnc12
→ 4	0	-1.0	5	6	-21	0	-1	5	4	9
- O=C1c2cccc3cccc(c23)N1Cc1cccc(F)c1
→ -6	-7	0.2	3	25	-45	18	3	1	12	9
- CCc1ccc2[nH]c(C(=O)Nc3ccc(F)cc3Br)cc2c1
→ 1	-8	-0.2	-7	-23	-24	10	-5	11	-4	-3
- OCC1OC(Oc2cccc3ccccc23)C(O)C(O)C1O (configuration not stated)
→ 1	1	-0.6	4	8	-10	-3	-2	-7	1	-24
- Cc1noc(-c2ccccc2)c1NC(=O)Nc1ccccc1
→ -10	-2	-0.7	1	15	-16	4	3	12	30	10
- COc1ccc(C2c3[nH]c4ccccc4c3CCN2CCCn2cccn2)c(F)c1 (configuration not stated)
→ -4	5	-0.4	-12	13	-25	6	4	4	-4	-5
- COc1cc(OC)c(OC)cc1/C=C1\CCC/C(=C\c2cc(OC)c(OC)cc2OC)C1=O
→ 2	13	1.5	-8	72*	-14	7	/	29	17	40
- Cc1ccc(OCC(=O)N2CCOCC2)cc1C
→ -3	-7	-1.1	9	-67	-2	-17	-2	-37	-65	-41
- Cc1ccc(/C=N/NC(=O)C2COc3ccccc3O2)s1 (configuration not stated)
→ 18	-8	-0.4	8	-88	-30	10	0	9	-137	-4
- Cc1cccc(C(=O)NCC(c2ccc(F)cc2)N2CCOCC2)c1 (configuration not stated)
→ -8	-11	-0.1	11	14	-31	15	2	11	16	1
